PglD inh = C. jejuni PglD acetyltransferase inhibitors, primary screen, biochemical, DTNB colorimetric, single point | UDP-N-acetylbacillosamine N-acetyltransferase PglD (Campylobacter jejuni) | purified PglD enzyme, DTNB colorimetric CoA detection | inhibition, % at 12.5 µM | 0.098% of 360,000 active | AID 602405, 2012; in the data active = inhibition above about 16%, passing the limit was not always enough; also: strong numbers were not always called active
RAD52 inh = RAD52 DNA annealing inhibitors, primary screen, biochemical, FRET, single point, set 2 | recombinant RAD52 DNA annealing, FRET fluorescence | inhibition, % at 18.7 µM | 0.46% of 360,000 active;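 active = every replicate showing at least 50% inhibition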
Cneo AK release = Cryptococcus neoformans cell lysis inducers, primary screen, AK release luminescence, single concentration; C. neoformans lysis, adenylate kinase release luminescence, 4 h; normalised: neutral wells 0, clomiphene wells 100; lysis activity, % at 15 µM; 0.2% of 360,000 active; AID 651654, 2012;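 active = mean lysis activity across replicates of at least 80%, whatever share of replicates individually reach that level; inactive = mean lysis activity below 80%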
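Assay system: Cryptococcus neoformans yeast cells / Dosing: single-point compound dose / Timing: 4 h at 37 °C static, read 1 h later / Measured by: luminescence of released adenylate kinase using an AK detection reagent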
PGC1a acetyl inh = inhibitors of PGC1a acetylation signal, primary screen, cell-based, U2OS, AlphaScreen, inhibitor mode. inhibition, % at 15.6 µM. 0.17% of 350,000 active. AlphaScreen anti-acetyl-lysine; with virally co-expressed GCN5 acetyltransferase;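 active = every replicate shows inhibition of at least 40%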;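 also: 0% = neutral control wells and 100% = positive control wells; some results beyond the cut were filed as inactive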
RAD54 branch = inhibitors of human RAD54 branch migration, primary screen, biochemical, fluorescence, single point; RAD54 Holliday junction branch migration, FAM/BHQ fluorescence; DNA repair and recombination protein RAD54-like (Homo sapiens), Q92698; AID 602329, 2012; 0.14% of 360,000 active; inhibition, % at 10.4 µM;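 active = mean normalized replicate activity at least 40 and at least half of replicates scoring 40 or more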;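 also: 0% = median of neutral control wells and 100% = median of positive control wells; inhibitors cause a drop in the FAM fluorescence signal; in these data hits start at about 50%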
E-selectin induc = E-selectin induction in HUVECs, primary screen, imaging, HUVEC, immunofluorescence imaging, single point; normalized: neutral wells 0, TNF-alpha wells 100; activation, % at 7.58 µM; 0.37% of 260,000 active; AID 686992, 2013;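 active = mean E-selectin-positive cell signal at least 10% of the positive control, reached in at least 60% of replicates, without over 20% cell loss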;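 also: in these data hits start at about 27%; measured in HUVEC primary endothelial cells; signal is the percent of cells scored E-selectin positive by PE staining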
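Assay system: HUVEC, human umbilical vein endothelial cells / Amount: 3,000 HUVEC/well / Controls: TNF-alpha positive control, DMSO neutral control / Compound dosing: single concentration / Medium: EGM-2 over gelatin coat / Evaluation: percent E-selectin-positive cells / Signal: immunofluorescence imaging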
ERAP1 inh = human ERAP1 aminopeptidase inhibitors, primary screen, biochemical, single point, plate reader; recombinant ERAP1, Leu-AMC fluorescence, 60 min; inhibition, % at 10.7 µM; 0.15% of 340,000 active;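 active = mean replicate inhibition of at least 30%, or all replicates individually reaching that 30% level; inactive = mean below 30% and not every replicate reaching it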;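 also: 0% = neutral control wells and 100% = L-leucinethiol positive control wells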
Target sequence (Q9NZ08 whole entry, looked up): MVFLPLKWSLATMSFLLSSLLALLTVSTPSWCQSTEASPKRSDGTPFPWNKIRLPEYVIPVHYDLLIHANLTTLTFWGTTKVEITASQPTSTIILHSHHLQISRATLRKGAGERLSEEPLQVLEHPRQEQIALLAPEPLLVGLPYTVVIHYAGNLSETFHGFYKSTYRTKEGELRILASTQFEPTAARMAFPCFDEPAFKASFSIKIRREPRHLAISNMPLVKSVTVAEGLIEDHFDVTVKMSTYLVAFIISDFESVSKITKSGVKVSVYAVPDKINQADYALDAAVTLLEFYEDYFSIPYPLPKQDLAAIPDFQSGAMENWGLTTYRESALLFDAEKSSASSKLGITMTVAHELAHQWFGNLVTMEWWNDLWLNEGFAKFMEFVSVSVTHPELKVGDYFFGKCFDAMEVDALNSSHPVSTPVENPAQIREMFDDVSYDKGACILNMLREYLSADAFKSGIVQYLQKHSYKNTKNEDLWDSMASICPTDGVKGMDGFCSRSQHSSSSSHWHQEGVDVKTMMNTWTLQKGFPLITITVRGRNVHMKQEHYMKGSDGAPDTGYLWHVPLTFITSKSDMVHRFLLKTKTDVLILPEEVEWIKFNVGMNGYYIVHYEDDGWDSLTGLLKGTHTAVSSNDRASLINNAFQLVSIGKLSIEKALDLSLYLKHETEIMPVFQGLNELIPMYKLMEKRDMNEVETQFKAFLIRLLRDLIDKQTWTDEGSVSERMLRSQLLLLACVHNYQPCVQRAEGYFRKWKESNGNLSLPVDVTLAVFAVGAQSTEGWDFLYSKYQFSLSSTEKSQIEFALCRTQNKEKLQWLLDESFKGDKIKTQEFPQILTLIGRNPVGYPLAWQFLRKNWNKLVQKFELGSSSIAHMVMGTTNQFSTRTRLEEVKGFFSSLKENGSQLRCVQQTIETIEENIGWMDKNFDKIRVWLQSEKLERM
miR-122 sensor = miR-122 Renilla sensor signal increase in Huh7, primary screen, miR-122 inhibitor project, cell-based, single point, plate reader | activation (reporter increase), % at 12.5 µM | 0.3% of 340,000 active | AID 602342, 2012 | Huh7 miR-122 Renilla luciferase sensor, 48 h; neutral wells = 0, positive control = 100;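 active = mean replicate activation score at least 90 and every replicate individually at or above 90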;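 also: higher luciferase means less miR-122 activity so hits act as miR-122 inhibitors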
* marks the source's active call; other numbers are inactive results; i = inactive; nt = no result given; [ ] = dose if it differs, or a comment.

SMILES	PglD inh	RAD52 inh	Cneo AK release	PGC1a acetyl inh	RAD54 branch	E-selectin induc	ERAP1 inh	miR-122 sensor
CNC[C@H]1Oc2ccc(NC(=O)Nc3cccc4ccccc34)cc2CC(=O)N([C@H](C)CO)C[C@@H]1C	-2	7	1	-8	7	-2.8	-1	-9[16.7 µM]
CCOC(=O)C1=C(C)N(C)C(C)=C(C(=O)OCC)C1c1cccnc1	-9	nt	-6	-3	6	nt	nt	-1
Cc1ccccc1S(=O)(=O)c1cc2ccccc2nc1N	4	-7	0	-4	5	17	-16	-4
CCCC(=O)Nc1ccc(NC(=O)C2CC2)cn1	-4	nt	-2	9	-6	nt	nt	4
COc1ccc(OC)c(C2=NO[C@@H]3C(=O)N(c4cc(Cl)ccc4OC)C(=O)[C@H]23)c1	2	nt	-3	2	4	nt	nt	15
COc1ccc(-c2ccc3c(c2)[C@@H]2[C@@H](CCN2S(=O)(=O)c2ccccc2F)[C@@H](CO)N3)cc1	-1	nt	-9	6	-13	-0.7	nt	-8[16.7 µM]
O=C(Nc1nnc(C2CC2)s1)C1Cc2ccccc2CN1S(=O)(=O)c1cccs1 (stereo not given)	1	nt	-2	-9	-1	nt	nt	5
O=C(CCNS(=O)(=O)c1ccc(Br)cc1)NC1CCN(Cc2ccccc2)CC1	2	-13	1	nt	1	0.1	-7	-9
COCCNC(=O)C(C)N(c1ccc(Oc2ccccc2)cc1)S(C)(=O)=O (stereo not given)	0	nt	1	-1	3	nt	nt	-7
COc1ccc(C2C=C(c3ccc(Br)cc3)Nc3nc(N4C(=O)CCC4=O)nn32)cc1 (stereo not given)	7	nt	1	-9	-7	nt	nt	-3
C[C@@H]1CCCCO[C@@H](CN(C)S(=O)(=O)c2cccs2)[C@H](C)CN([C@H](C)CO)C(=O)c2cc(NC(=O)C3CCCCC3)ccc2O1	-46	-13	0	-18	0	0.2	3	-10[16.7 µM]
O=C(c1cccnc1)N1C[C@@H]2[C@H](c3ccccc31)[C@@H](CO)N2C(=O)CN1CCOCC1	1	-1	-1	17	1	0.0	nt	7[16.7 µM]
O=C(NNC(=S)Nc1ccc(Cl)c(Cl)c1)c1cccc([N+](=O)[O-])c1	1	-1	-1	-9	-10	0.5	nt	0
CCNC(=O)C[C@H]1CC[C@@H]2[C@H](COC[C@H](O)CN2C(=O)C2CCCC2)O1	-1	-23	-4	-2	-8	0.9	1	-2[16.7 µM]
CCCSc1ccc([C@@H]2[C@H]3C(=O)N(CC)C(=O)[C@H]3[C@]3(C(=O)OC)CCCCN23)cc1	-98	i	0	-24	-28	-0.2	-2	2
C[C@@H]1CN([C@H](C)CO)S(=O)(=O)c2ccc(-c3cccnc3)cc2O[C@@H]1CN(C)C(=O)CC1CC1	2	15	-6	12	12	-0.2	-3	-4[16.7 µM]
COc1ccc(S(=O)(=O)Nc2ccc3c(c2)CC(=O)N([C@@H](C)CO)C[C@H](C)[C@@H](CN(C)S(=O)(=O)c2ccc(C)cc2)O3)cc1	-3	15	-1	0	2	0.1	1	-7[16.7 µM]
CCNc1nc(NCC)nc(N(C)/N=C/c2ccco2)n1	0	-8	2	14	-13	nt	-5	1
Cc1noc(C)c1S(=O)(=O)Nc1ccc2c(c1)CC(=O)N([C@@H](C)CO)C[C@@H](C)[C@@H](CN(C)Cc1ccccc1)O2	2	6	-5	nt	-15	0.0	0	-2[16.7 µM]
S=C(NCCN1CCCCC1)Nc1ccc(Br)cc1	1	11	13	5	10	-0.1	1	8

At a glance, part of the list above:
SMILES	PglD inh	RAD52 inh	Cneo AK release	PGC1a acetyl inh	RAD54 branch	E-selectin induc	ERAP1 inh	miR-122 sensor
O=C(CCNS(=O)(=O)c1ccc(Br)cc1)NC1CCN(Cc2ccccc2)CC1	2	-13	1	nt	1	0.1	-7	-9
COCCNC(=O)C(C)N(c1ccc(Oc2ccccc2)cc1)S(C)(=O)=O (stereo not given)	0	nt	1	-1	3	nt	nt	-7
COc1ccc(C2C=C(c3ccc(Br)cc3)Nc3nc(N4C(=O)CCC4=O)nn32)cc1 (stereo not given)	7	nt	1	-9	-7	nt	nt	-3
C[C@@H]1CCCCO[C@@H](CN(C)S(=O)(=O)c2cccs2)[C@H](C)CN([C@H](C)CO)C(=O)c2cc(NC(=O)C3CCCCC3)ccc2O1	-46	-13	0	-18	0	0.2	3	-10[16.7 µM]
O=C(c1cccnc1)N1C[C@@H]2[C@H](c3ccccc31)[C@@H](CO)N2C(=O)CN1CCOCC1	1	-1	-1	17	1	0.0	nt	7[16.7 µM]
O=C(NNC(=S)Nc1ccc(Cl)c(Cl)c1)c1cccc([N+](=O)[O-])c1	1	-1	-1	-9	-10	0.5	nt	0
CCNC(=O)C[C@H]1CC[C@@H]2[C@H](COC[C@H](O)CN2C(=O)C2CCCC2)O1	-1	-23	-4	-2	-8	0.9	1	-2[16.7 µM]
CCCSc1ccc([C@@H]2[C@H]3C(=O)N(CC)C(=O)[C@H]3[C@]3(C(=O)OC)CCCCN23)cc1	-98	i	0	-24	-28	-0.2	-2	2
C[C@@H]1CN([C@H](C)CO)S(=O)(=O)c2ccc(-c3cccnc3)cc2O[C@@H]1CN(C)C(=O)CC1CC1	2	15	-6	12	12	-0.2	-3	-4[16.7 µM]
COc1ccc(S(=O)(=O)Nc2ccc3c(c2)CC(=O)N([C@@H](C)CO)C[C@H](C)[C@@H](CN(C)S(=O)(=O)c2ccc(C)cc2)O3)cc1	-3	15	-1	0	2	0.1	1	-7[16.7 µM]
CCNc1nc(NCC)nc(N(C)/N=C/c2ccco2)n1	0	-8	2	14	-13	nt	-5	1
Cc1noc(C)c1S(=O)(=O)Nc1ccc2c(c1)CC(=O)N([C@@H](C)CO)C[C@@H](C)[C@@H](CN(C)Cc1ccccc1)O2	2	6	-5	nt	-15	0.0	0	-2[16.7 µM]

Next part:
SMILES	PglD inh	RAD52 inh	Cneo AK release	PGC1a acetyl inh	RAD54 branch	E-selectin induc	ERAP1 inh	miR-122 sensor
CN1CCN(c2nc3c(c(=O)[nH]c(=O)n3C)n2CCSc2nc3ccccc3s2)CC1	4	-9	2	nt	3	0.1	2	nt
C/C(=N\NC(=O)c1cccnc1)c1ccccc1	5	-7	-1	nt	4	nt	-4	nt
O=C(c1ccccc1F)N1CCCc2ccccc21	-6	-24	-2	5	-7	-0.1	-5	-1
CC1(C)CC(=O)C=C(C(=O)N2CCCC(C(=O)c3cccc(Cl)c3)C2)O1 (stereo not given)	0	-19	-1	9	-15	nt	-4	-2
CN1C(=O)c2cc(NC(=O)c3cscn3)ccc2OC[C@H]2O[C@@H](CC(=O)N3CCCCC3)CC[C@@H]21	0	-1	-1	-1	-3	0.4	-2	5[16.7 µM]
CNC(=O)c1sc(N2N=C3/C(=C\c4ccccc4)CCCC3C2c2ccccc2)nc1C (stereo not given)	nt	-53	nt	16	nt	0.7	2	22
COc1ccc(S(=O)(=O)N(CC(=O)N2CCN(C)CC2)c2ccccc2)cc1OC	1	nt	2	-5	5	nt	nt	-1
CCOC(=O)N(C)c1c(CC)nc2c(OCc3ccc(Cl)cc3)cccn12	6	-49	7	14	12	-0.2	0	4
COc1ccc(C(C(=O)NCC2CCCO2)N(C(=O)CNC(=O)c2cccs2)c2ccc(C)cc2)cc1OC (stereo not given)	-4	-13	7	nt	-3	nt	-4	4
COc1ccc(CNC(=O)CN2C(=O)NC(c3ccccc3)(c3ccccc3)C2=O)cc1OC	-2	-9	0	nt	-2	nt	-1	nt
Cc1ccc(C)c(CSc2nnc([C@@H]3CCCN3)o2)c1	-8	-40	0	-15	-9	nt	nt	-1
CCCNC(=O)N(C)C[C@H]1Oc2cc(-c3ccc(C)cc3)ccc2S(=O)(=O)N([C@H](C)CO)C[C@@H]1C	-2	6	2	-4	-4	-2.3	-2	23[16.7 µM]
CCOCCn1c(CN(Cc2ccccc2)Cc2ccccc2)nc2c1c(=O)n(C)c(=O)n2C	2	4	-4	-56	-1	1.1	11	-9
O=C(CCn1cnc2ncccc2c1=O)N1CCN(c2cccc(Cl)c2)CC1	nt	13	nt	1	nt	4.4	-3	nt
Cc1noc(C)c1NC(=O)N[C@@H]1CC[C@H](CCNC(=O)C2CC2)O[C@H]1CO	1	6	-3	6	14	0.2	0	nt
CCc1ccc(/C(C)=N/NC(=O)CNC(=O)/C=C/c2ccccc2OC)cc1	-4	-4	7	8	9	0.1	5	-15
O=C(NCc1ccc(F)cc1)C(c1ccccc1)c1ccccc1	10	-10	0	nt	1	-0.3	-1	4
C[C@@H]1CN([C@H](C)CO)C(=O)c2cccc(NC(=O)C3CCOCC3)c2O[C@H]1CN(C)Cc1ccc(C(=O)Nc2ccccc2N)cc1	nt	7	nt	-9	nt	0.0	0	nt
CN(c1ccccc1)S(=O)(=O)c1cccc(NC(=O)COC(=O)C2CCCCC2)c1	3	8	31	0	-8	-0.5	3	-13
Cc1ccc(S(=O)(=O)Nc2cccc3c2O[C@@H](CN(C)CC2CCCCC2)[C@@H](C)CN([C@@H](C)CO)C3=O)cc1	-2	17	-2	-2	-1	-0.2	-1	27[16.7 µM]
O=C(Cc1ccc(NC(=O)C2CCCN(C(=O)C3CCCC3)C2)cc1)Nc1cccc(C(=O)N2CCCCC2)c1 (stereo not given)	-8	-51	-2	0	-8	nt	-2	-3
O=C(Oc1cccc2c(O)cccc12)c1ccco1	-4	-4	7	nt	-5	0.0	2	nt
COc1cccc(CNC(=O)c2ccc(CS(=O)(=O)Cc3ccc(C)cc3)o2)c1	-3	0	1	9	-9	0.0	nt	-3
O=C(Cc1ccccc1F)Nc1cccc(S(=O)(=O)N2CCCCC2)c1	-1	-7	14	nt	-3	0.1	1	9
Cc1cccc(N2CCN(C(=O)CN3C(=O)NC(C)(C4CC4)C3=O)CC2)c1C (stereo not given)	-1	-5	4	-8	2	0.0	8	-13
O=C(Cn1c(=O)oc2ccccc21)Nc1ccc2c(c1)OCCO2	-4	nt	0	nt	11	nt	nt	-9
O=C(OCC(=O)c1ccc[nH]1)c1ccccc1	nt	3	nt	-5	nt	-1.0	1	nt
CC(C)CC#Cc1ccc2c(c1)O[C@@H](CN(C)S(=O)(=O)c1cccc(F)c1)[C@H](C)CN([C@H](C)CO)S2(=O)=O	0	31	0	4	-6	-0.5	-1	-6[16.7 µM]
COCCNC(=S)NN=C1CCC(c2ccccc2)CC1 (stereo not given)	0	-11	0	-3	-2	0.1	3	5
O=c1c2ccccc2c2ccccc2c(=O)n1CC1CCCO1 (stereo not given)	4	nt	2	3	-2	nt	nt	-3
CC1CCCN(c2ccc(C(=O)Nc3cccnc3)cc2[N+](=O)[O-])C1 (stereo not given)	-2	-16	1	nt	-2	nt	0	-2
CCOC(=O)C(=O)c1csc(NC(=O)CCSc2ccc(C)cc2)n1	nt	-5	nt	-1	nt	-0.2	-4	nt
Cc1sc(NC(=O)CCS(=O)(=O)c2ccccc2)c(C#N)c1C	-4	-14	-1	nt	-5	-0.1	-1	nt
O=C(CCS(=O)(=O)c1ccc(Br)cc1)NCCC1=CCCCC1	3	-4	11	-1	-1	0.2	-3	1
N#C[C@@H]1[C@@H](c2ccccc2-c2ccccc2)[C@H](CO)N1C(=O)NC1CCCCC1	nt	-15	nt	-7	nt	0.4	0	nt
